Screens as filed in PubChem BioAssay.
GPR151 ag: activators of human GPR151; PathHunter beta-arrestin GPR151 cells, luminescence; activation, % at 11.2 µM; Q8TDV0; 650,000 compounds, 1% hits; in the data active = activation above about 4.9%;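 note: 0% = median of compound wells and 100% = cells with positive control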
Target sequence (Q8TDV0 whole entry, looked up): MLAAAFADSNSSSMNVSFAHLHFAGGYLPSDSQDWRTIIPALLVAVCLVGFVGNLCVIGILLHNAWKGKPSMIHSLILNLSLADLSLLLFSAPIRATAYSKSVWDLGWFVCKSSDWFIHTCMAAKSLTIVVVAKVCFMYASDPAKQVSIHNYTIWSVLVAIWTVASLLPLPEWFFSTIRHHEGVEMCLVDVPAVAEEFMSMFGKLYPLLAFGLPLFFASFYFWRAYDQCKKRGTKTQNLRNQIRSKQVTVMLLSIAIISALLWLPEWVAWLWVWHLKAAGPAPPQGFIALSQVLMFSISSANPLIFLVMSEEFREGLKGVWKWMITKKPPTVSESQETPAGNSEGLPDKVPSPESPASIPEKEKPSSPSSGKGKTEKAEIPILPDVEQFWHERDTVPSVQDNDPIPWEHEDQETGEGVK
MITF primary: blocks human microphthalmia-associated transcription factor; inhibition, % at 2.6 µM; AlphaScreen MITF homodimerization, bead proximity signal; AID 1259374; 650,000 compounds, 0.91% hits; in the data active = inhibition above about 50%;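 note: 0% = vehicle wells with protein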
Target sequence (O75030 whole entry, looked up): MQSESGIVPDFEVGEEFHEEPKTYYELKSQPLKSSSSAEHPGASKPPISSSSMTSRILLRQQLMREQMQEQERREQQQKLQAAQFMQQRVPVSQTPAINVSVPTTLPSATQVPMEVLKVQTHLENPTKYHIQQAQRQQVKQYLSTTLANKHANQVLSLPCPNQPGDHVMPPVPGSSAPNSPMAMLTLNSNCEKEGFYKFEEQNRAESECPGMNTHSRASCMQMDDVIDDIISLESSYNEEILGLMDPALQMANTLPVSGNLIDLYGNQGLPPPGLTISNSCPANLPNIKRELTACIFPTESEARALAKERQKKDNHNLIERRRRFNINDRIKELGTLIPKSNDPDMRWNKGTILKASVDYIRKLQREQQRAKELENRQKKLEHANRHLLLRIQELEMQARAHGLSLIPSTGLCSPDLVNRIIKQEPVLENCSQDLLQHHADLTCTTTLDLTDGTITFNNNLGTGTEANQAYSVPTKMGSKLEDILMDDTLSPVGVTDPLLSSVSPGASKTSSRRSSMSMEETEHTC
FBW7 act: activators of human E3 ligase FBW7; Q969H0; AlphaScreen FBW7–phospho-cyclin E peptide binding, activator screen; normalized activity (activation), % at 26.1 µM; 650,000 compounds, 0.13% hits; AID 1259310; in the data active = normalized activity above about 1.9%;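 note: purified mutant Fbw7 with reduced substrate affinity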
TEAD-YAP inh: TEAD-YAP interaction inhibition; HEK-TIYL cells, TEAD-Gal4/YAP UAS-luciferase luminescence; inhibition, % at 9.12 µM; 640,000 compounds, 1.4% hits; AID 1259422; in the data active = inhibition above about 32%;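 note: 0% = median of test compound wells and 100% = reference inhibitor wells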
Numbers without * were called inactive; · = no result given; & = joins results of further samples. Compounds were not picked by outcome. Share with any hit: about 3.4%.

Values in the order – FBW7 act	MITF primary	TEAD-YAP inh	GPR151 ag
- O=C(CN1CCN(Cc2ccc(Cl)cc2)C1=O)NC1CCCCCC1
    0.0	-5.5	-2.1	4.0
- COc1cccc(/C=C2/NC(=O)N(c3ccccc3)C2=O)c1OCC(=O)Nc1ccccc1
    0.1	7.7	-10.9	0.5
- Cc1cc(NC2CCN(Cc3ccccc3)CC2)nc(Nc2ccnn2C)n1
    0.0	9.7	-2.9	-0.3
- OCCNc1nc(Nc2ccccn2)nc2nc[nH]c12
    0.0	1.8	-4.0	-2.8
- CCN(CC)C(=O)C(=O)N/N=C/c1ccc(OC)c(OC)c1
    0.1	-4.3	-4.7	-1.0
- COc1ccc(-c2nc(N3CCC(C)CC3)c3ccccc3n2)cc1OC
    0.0	0.0	-1.1	0.7
- O=C(CCN1CCc2ccccc21)c1ccc2c(c1)OCCO2
    0.1	5.0	45.1*	0.9
- O=C1c2ccccc2C(=O)N1CCCc1c[nH]c2ccc(Cl)cc12
    -0.1	9.0	4.7	3.1
- Cc1c(Cl)cccc1N1C(=O)C2CC(c3ccccc3)=C3C4C=CC(C5C(=O)N(c6cccc(Cl)c6C)C(=O)C45)C3C2C1=O (centres undefined)
    -0.2	-4.2	-2.8	-1.9
- Cc1ccc(C(=O)NC2CCS(=O)(=O)C2)cc1S(=O)(=O)N1CCCC1 (centres undefined)
    0.1	3.8	-15.4	-0.6
- O=C(Nc1ccc(S(=O)(=O)Nc2ncccn2)cc1)Oc1ccccc1
    0.0	8.9	-6.0	-1.0
- Cc1ccc(Cl)cc1N(CC(=O)Nc1cccc([N+](=O)[O-])c1C)S(C)(=O)=O
    0.0	10.6	-1.7	2.1
- Cc1ccccc1NC(=O)Cn1c(=O)n(-c2ccc(F)cc2)c(=O)c2sccc21
    -0.1	2.1	7.0	-0.5
- COc1ccccc1NC(=O)c1cc2c(cc1Cl)N1CCCCCC1=NS2(=O)=O
    -0.1	2.4	-5.8	0.3
- CCC(C)c1ccccc1OCCOc1ccc(/C=C2/C(=N)N3N=C(C(C)C)SC3=NC2=O)cc1OC (centres undefined)
    -0.1	-10.7	10.0	-1.6

Continued:
Values in the order – FBW7 act	MITF primary	TEAD-YAP inh	GPR151 ag
- Cc1ccc(O)c(NC(=O)c2cc3nc4c(c(C(F)(F)F)n3n2)CCc2ccccc2-4)c1
    0.0	-5.5	2.0	-0.7
- COc1ccc(CNC(=O)c2cccs2)cc1
    -0.1	-18.8	-8.3	-0.5
- Cc1ccc(Cn2c(SCC(=O)Nc3ccc(C)cc3)nc3ccsc3c2=O)cc1
    0.0	9.8	15.8	2.1
- Cc1ccc(S(C)(=O)=O)cc1[N+](=O)[O-]
    -0.1	6.3	0.1	-1.4
- CCOC(=O)C1CCCc2c1[nH]c1ccc(Cl)cc21 (centres undefined)
    0.6	11.6	38.9*	1.7
- COC(=O)c1cc(Nc2cc(C)nc3ncnn23)cc(C(=O)OC)c1
    0.0	-2.7	3.6	-0.6
- CCN1CCN(C(=O)c2sc3ncnc(NCc4ccco4)c3c2C)CC1
    -0.1	-2.8	1.6	1.0
- CCc1nnc(NC(=O)c2ccc(C(C)(C)C)cc2)s1
    -0.1	-0.8	-34.7	-1.4
- O=C(CSc1nnc2n(C3CCCCC3)c(=O)c3ccccc3n12)N1CCCCC1
    0.1	2.5	4.6	1.0
- NC(=O)CCSC(=S)N1CCOCC1
    -0.2	10.7	6.5	1.2
- Clc1ccc(C2=NN(c3cccc(Cl)c3Cl)C(c3ccc(Br)cc3)C2)cc1 (centres undefined)
    -0.1	-2.6	0.7	2.1
- CCCN(CCC)C(=N)/C(C#N)=N\Nc1ccc(Cl)cc1
    0.0	7.1	-23.0	0.2
- Cc1ccc(Nc2ncnc3[nH]ncc23)c(C)c1
    0.0	6.9	9.7	0.1
- CC1(C)CC2CC(C)(CN2C(=O)COC(=O)c2ccc(NC(=O)CC#N)cc2)C1 (centres undefined)
    0.3	5.4	16.1	0.4
- CCCN1C(=O)CC(C(=O)OC)C12CCN(Cc1ccc(C(C)C)cc1)CC2 (centres undefined)
    -0.1	12.1	-0.1	0.4

Other results follow.
Values in the order – FBW7 act	MITF primary	TEAD-YAP inh	GPR151 ag
- COCc1c(C(=O)N/N=C(/C)c2ccc(Cl)s2)nnn1-c1nonc1N
    0.0	-6.8	2.9	0.5
- Cc1ccc([N+](=O)[O-])cc1NC(=O)c1ccccc1N(Cc1ccccc1)S(C)(=O)=O
    0.0	-3.0	-10.2	0.8
- NC(=O)Cn1c(=O)n(CCCCC(=O)NCCc2ccccc2)c(=O)c2ccccc21
    0.0	2.3	7.2	-0.2
- COc1ccc(Br)cc1C1NC(=O)NC(C)=C1C(=O)OCC(C)C (centres undefined)
    0.1	4.8	-6.6	-1.0
- O=C(N/N=C/c1ccc(Br)o1)c1ccncc1
    0.1	19.0	-0.3	-0.6
- Cc1cc(C)c(NC(=O)C2CSCCS2)c(C)c1 (centres undefined)
    0.0	-4.1	-30.8	-1.3
- C/C(CC(=O)Nc1ccccc1Br)=N\NC(=O)C(=O)NCCO
    0.0	3.1	-8.9	0.4
- Cc1csc(C2(C#N)Cc3c(C)nn(-c4ccccc4)c3N3CCCC32)n1 (centres undefined)
    0.2	14.5	-2.2	1.2
- O=C(NCc1ccccc1)c1cc(N2CCC(N3CCOCC3)CC2)nc2ccccc12
    0.1	-6.2	4.5	1.5
- CCCCC[C@H](O)/C=C/[C@@H]1[C@@H](C/C=C/CCCC(=O)O)[C@@H](O)C[C@H]1O
    ·	1.8&-12.2	·	0.5&1.1
- COc1cccc(OC)c1C(=O)N(CC(C)C)c1nnc(-c2cccnc2)s1
    0.2	-14.8	-8.0	-0.7
- CCNC(=O)N1CCN(Cc2nc3ccccc3[nH]2)CC1
    0.1	8.1	-2.2	-1.3
- COc1ccc(OC)c(CN2CCC(C(=O)NCC3CCCO3)CC2)c1 (centres undefined)
    0.1	54.2*	8.1	-0.8
- O=C(CCCOc1ccccc1)N1CCCc2ccccc21
    -0.1	-4.0	-36.2	-1.0
- CN1CC2(C(=O)c3ccccc3)CN(C)CC(C(=O)c3ccccc3)(C1)C2
    0.1	11.6	9.6	-0.3

Following part.
Values in the order – FBW7 act	MITF primary	TEAD-YAP inh	GPR151 ag
- CC1CC(C)(C)NC(=S)N1CCC(=O)NCCc1ccccc1 (centres undefined)
    -0.1	9.0	-14.0	0.3
- CCCN(CCC)S(=O)(=O)c1ccc(C(=O)Nc2ccc3c(c2)oc2ccccc23)cc1
    0.1	-3.2	-2.6	1.4
- CC(C)c1ccc(-n2cnc3cc(C(=O)O)ccc32)cc1
    0.0	3.6	-10.4	-0.7
- O=C(Nc1ccc2c(c1)Cc1ccccc1-2)c1ccc(Br)o1
    -0.2	10.7	-28.4	-1.9
- COc1ccc(OC)c(S(=O)(=O)NNC(=S)NC2CCCC2)c1
    0.3	19.6	7.2	-1.7
- CC(=O)N/C(=C/c1ccccc1Br)C(=O)NCc1ccccc1Cl
    0.1	5.1	-4.5	0.9
- COc1ccc(NC(=O)c2ccc3c(=O)n(CCc4ccccc4)c(=O)[nH]c3c2)cc1
    0.2	-1.5	4.5	0.3
- COc1ccc(Cl)cc1C(=O)Nc1ccc(-c2ccc3nncn3n2)cc1
    -0.1	-8.0	-0.1	1.1
- CCOC(=O)c1ccc(-c2ccc(/C=N\NC(=O)OC)o2)cc1
    -0.1	-9.0	-51.3	0.0
- COc1ccc(C(=O)COC(=O)c2cccc(OCc3c(C)noc3C)c2)c(OC)c1
    -0.1	3.9	-4.7	0.9
- CCCOc1cccc(C(=O)Nc2cc(-c3nc4ncccc4o3)ccc2C)c1
    0.3	9.9	8.3	-0.8
- Cc1cccc(-n2nnc(C(=O)NCc3ccccc3)c2N)c1
    -0.2	3.8	-10.9	0.6
- Cc1cc(NC(=O)CSc2nc3ccsc3c(=O)n2C2CCCCC2)no1
    0.4	2.0	18.8	0.2
- Cc1cccc(NC(=O)CCNS(=O)(=O)c2ccc3c(c2)oc(=O)n3C)c1C
    0.0	1.9	15.6	-0.1
- Cc1sc(NC(=O)CSCC(=O)N2CCCc3ccccc32)nc1-c1ccccc1
    -0.1	4.8	6.6	-0.7

Remaining list, next part:
Values in the order – FBW7 act	MITF primary	TEAD-YAP inh	GPR151 ag
- Cc1ccc(-c2csc3ncn(CC(=O)NC4CCCC(C)C4C)c(=O)c23)cc1 (centres undefined)
    0.0	-4.3	-3.7	0.7
- CCOc1ccc2nc(N=C(NC(C)=O)NC(C)=O)nc(C)c2c1
    -0.1	-6.6	-56.4	0.4
- Cc1cc2c(c(=O)n1CCN(C)C)C(c1ccc(Br)cc1)C(C#N)=C(N)O2 (centres undefined)
    0.3	-15.9	5.7	-0.5
- Cc1csc2ncc(C(=O)NC(C)(C)CO)c(=O)n12
    -0.4	-6.2	-9.5	0.8
- CCCCNC(=O)Oc1ccc2c(c1)c(C(=O)OC)c(C)n2C
    -0.2	-14.3	-9.3	-0.9
- O=C1c2ccccc2C(=O)N1c1ccc2oc3ccccc3c2c1
    -0.1	-11.8	-8.6	2.8
- Cc1ccc(-n2cc(-c3ccccc3)c3c(NCCCN4CCCC4=O)ncnc32)cc1
    0.1	-4.1	-9.2	-1.3
- CCCOc1ccc(NC(=O)C2CC(=O)N(CCc3ccc(OC)c(OC)c3)C(=Nc3cccc(C(F)(F)F)c3)S2)cc1 (centres undefined)
    -0.2	-1.9	-7.9	0.8
- COCCNC(=O)C(c1ccco1)N(C(=O)C(=O)NC1CCCC1)c1ccc(F)cc1 (centres undefined)
    -0.4	-5.4	-8.4	-0.2
- O=C(CC1C(=O)NCCN1Cc1ccc(F)c(F)c1)NCCn1cccn1 (centres undefined)
    0.3	13.3	15.2	1.8
- Cc1cc(C(=O)CSc2nnnn2-c2ccccc2)c(C)n1Cc1ccco1
    -0.1	-4.2	-20.7	-0.6
- COc1cccc(OC)c1C(=O)Oc1ccc2c(=O)c(Oc3cc(C)cc(C)c3)coc2c1
    -0.2	-0.7	4.1	-0.4
- CC(=O)Nc1ccc(C(C)(C)c2ccc(NC(C)=O)cc2)cc1
    0.0	19.5	3.7	0.3
- Cc1ccc2nc(SCC(=O)N3C(C)CCCC3C)[nH]c2c1 (centres undefined)
    0.1	16.8	-3.6	-0.4
- O=C(O)c1cc(S(=O)(=O)Nc2ccc(-c3nnc4n3CCCCC4)cc2)ccc1F
    0.1	-2.8	4.8	-0.2

More structures follow.
Values in the order – FBW7 act	MITF primary	TEAD-YAP inh	GPR151 ag
- CC[C@@H](Cn1nc(-c2cccs2)oc1=O)NC(=O)Cn1nc(C)c2ccccc2c1=O
    -0.1	-6.3	5.5	-0.4
- CCC(C)N(CCNC(=O)c1nc(-c2cccnc2)no1)Cc1ccco1 (centres undefined)
    -0.2	0.6	-3.0	0.4
- CCOc1ccc(-c2csc(/C(C#N)=C/Nc3ccc4c(c3)OCO4)n2)cc1
    0.0	-2.6	4.5	-1.9
- CC(=O)/C=C(/C)Nc1cccc(O)c1
    -0.1	8.3	15.0	-0.9
- CCOc1ccc(C(=O)N(CCO)Cc2cc3cc(C)ccc3[nH]c2=O)cc1
    0.2	13.2	11.5	1.7
- CC1=CC(C)(C)NC(=S)N1CCc1ccccc1
    -0.2	-0.4	-27.5	-1.8
- COc1ccc(-c2c(C)nn3cc(C(=O)c4ccccc4O)cnc23)cc1
    0.1	16.5	-11.0	0.6
- COc1ccc(-c2ocnc2C(=O)Nc2nncs2)cc1OC
    -0.1	6.1	7.8	1.4
- Cc1nc(N=C(N)N)nc2ccccc12
    -0.1	6.3	26.4	0.0
- COC(=O)C(NC(=O)c1ccco1)(Nc1nc(C2CC2)cs1)C(F)(F)F (centres undefined)
    0.2	4.5	7.6	-1.0
- Cc1ccccc1-c1cc(C(N)=O)on1
    -0.1	-4.2	-4.4	0.5
- O=C(Nc1ccc2c(c1)OCCO2)C1CCCN(C(=O)NC2CCCCC2)C1 (centres undefined)
    0.2	-1.6	-8.0	-1.3
- CSc1ccccc1C(=O)NCCC(C)C
    -0.1	8.3	10.3	-0.8
- O=C(Cc1ccccc1Nc1c(Cl)cccc1Cl)Oc1ccc(-c2cc(=S)ss2)cc1
    ·	13.3	·	-1.1
- O=C(Nc1nnc(SCc2cccc(C(F)(F)F)c2)s1)C1CC1
    0.1	9.0	0.8	1.5

(next part)
Values in the order – FBW7 act	MITF primary	TEAD-YAP inh	GPR151 ag
- Fc1ccc(C(c2nnnn2C2CCCC2)N2CCOCC2)cc1 (centres undefined)
    0.0	3.1	0.9	0.5
- C=CCCC(=O)N1CCCC(CNC(=O)c2cc(OC)cc(OC)c2)C1 (centres undefined)
    0.4	0.5	-6.2	1.3
- COc1ccccc1-n1c(CNC(=O)c2cc(OC)c(OC)c(OC)c2)n[nH]c1=S
    0.2	8.9	9.6	0.6
- COc1cc(C(=O)Nc2ccc(-c3nc4ccccc4o3)c(O)c2)cc(OC)c1OC
    0.8	18.5	-0.3	1.3

Sorted by formula weight (descending): some entries from above.
Values in the order – FBW7 act	MITF primary	TEAD-YAP inh	GPR151 ag
- O=C(Cc1ccccc1Nc1c(Cl)cccc1Cl)Oc1ccc(-c2cc(=S)ss2)cc1
    ·	13.3	·	-1.1
- COc1ccccc1-n1c(CNC(=O)c2cc(OC)c(OC)c(OC)c2)n[nH]c1=S
    0.2	8.9	9.6	0.6
- COc1cc(C(=O)Nc2ccc(-c3nc4ccccc4o3)c(O)c2)cc(OC)c1OC
    0.8	18.5	-0.3	1.3
- C=CCCC(=O)N1CCCC(CNC(=O)c2cc(OC)cc(OC)c2)C1 (centres undefined)
    0.4	0.5	-6.2	1.3
- CSc1ccccc1C(=O)NCCC(C)C
    -0.1	8.3	10.3	-0.8
- Cc1ccccc1-c1cc(C(N)=O)on1
    -0.1	-4.2	-4.4	0.5
